Assay outcomes from PubChem.
D2 antag: antagonizes the human D2 dopamine receptor | P14416 | HEK293 TREx D2 cells, calcium flux, dopamine EC80 | actives 2% (n = 340,000) | inhibition, % at 10 µM; in the data active means inhibition above about 30%; further: 0% is about no effect
Target sequence (P14416 whole entry, looked up): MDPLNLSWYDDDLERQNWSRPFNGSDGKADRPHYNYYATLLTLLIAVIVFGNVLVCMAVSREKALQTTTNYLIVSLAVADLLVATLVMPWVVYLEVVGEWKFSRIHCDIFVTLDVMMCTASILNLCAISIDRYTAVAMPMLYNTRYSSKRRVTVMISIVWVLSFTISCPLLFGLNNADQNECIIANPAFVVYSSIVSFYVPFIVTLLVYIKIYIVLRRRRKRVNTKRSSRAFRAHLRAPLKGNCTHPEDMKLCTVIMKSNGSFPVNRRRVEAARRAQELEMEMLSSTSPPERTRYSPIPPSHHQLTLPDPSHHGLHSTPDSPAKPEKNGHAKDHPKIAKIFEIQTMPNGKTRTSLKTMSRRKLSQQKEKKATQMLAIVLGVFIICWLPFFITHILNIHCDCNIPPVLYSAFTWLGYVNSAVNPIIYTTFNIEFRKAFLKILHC
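HEK293 T-REx D2 cells, tet-induced, calcium dye no-wash. Cpd pintool add, 180 s kinetic, then EC80 DA, 180 s kinetic. Ca flux read.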
TRHR ag: agonists of human TRH receptor; activation, % at 2 µM; TRHR cells, calcium flux fluo-8, FDSS agonist mode; AID 493084; P34981; actives 0.18% (n = 360,000); further: 0% is about no effect
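TRHR-expressing cells loaded with fluo-8 calcium dye; 23 nL library compound pin-transferred, kinetic FDSS fluorescence (Ex 480/Em 530) recorded about 180 s for agonist-induced calcium release, before a 10 nM TRH EC20 addition for potentiator mode.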
RXFP1 antagonist: RXFP1 (human) relaxin receptor antagonism; HEK293-RXFP1, relaxin-stimulated cAMP HTRF, 30 min; hits give low values; Q9HBX9; actives 0.59% (n = 350,000); AID 1259400; activity change, negative = inhibition, % at 57.5 µM;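 active means activity change of -60% or lower, but not beyond a set lower limit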; further: on the % scale 0 is the no-effect control and ±100 the full control effect
D1 antag: blocks dopamine activation of the human D1 receptor | HEK293 TREx D1 cells, calcium flux, dopamine EC80; hits give low values | activity change, negative = inhibition, % at 10 µM | actives 3.2% (n = 360,000); in the data active means activity change below about -30%; further: on the % scale 0 is the no-effect control and ±100 the full control effect
Target sequence (P21728 whole entry, looked up): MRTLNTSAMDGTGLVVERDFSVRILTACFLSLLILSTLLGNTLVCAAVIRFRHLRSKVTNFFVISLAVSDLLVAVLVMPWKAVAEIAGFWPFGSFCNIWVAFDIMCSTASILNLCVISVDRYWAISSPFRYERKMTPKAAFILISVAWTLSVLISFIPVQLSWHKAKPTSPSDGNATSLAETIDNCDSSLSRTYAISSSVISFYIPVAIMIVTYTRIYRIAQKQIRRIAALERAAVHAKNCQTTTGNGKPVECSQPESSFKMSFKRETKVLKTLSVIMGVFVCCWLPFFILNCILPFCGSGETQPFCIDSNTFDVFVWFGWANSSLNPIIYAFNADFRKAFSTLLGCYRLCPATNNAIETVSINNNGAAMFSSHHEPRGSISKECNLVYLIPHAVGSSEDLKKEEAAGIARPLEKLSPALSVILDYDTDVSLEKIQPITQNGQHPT
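Tetracycline-induced HEK293 Trex D1 cells, force-coupled to calcium, dye-loaded; compounds added and read 180 s, then EC80 dopamine added and calcium flux tracked kinetically another 180 s.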
D2 agonist: activates the human D2 dopamine receptor. P14416. HEK293 T-REx D2 cells, calcium flux agonist mode. activation, % at 2 µM. actives 0.53% (n = 340,000). AID 485358;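 active means activation over 3 SD above normal in the single-dose calcium agonist read, cut at about 30% in these data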; further: 0% is about no effect
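In this primary screen, compounds producing a positive calcium signal within 180 s of addition to tetracycline-induced, force-coupled HEK293 Trex D2 cells are flagged; cells are dye-loaded with a no-wash calcium kit beforehand.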
D1 ag: human D1 receptor agonism; HEK293 T-REx D1 cells, calcium flux, agonist mode; activation, % at 2 µM; actives 1% (n = 360,000); AID 504660; further: 0% is about no effect
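Agonism was scored from calcium flux recorded over 180 s (1 read/s) after pintool compound addition, following a 10-cycle baseline. Cells were inducible force-coupled HEK293 TREx D1, plated overnight at 30 C and loaded with no-wash calcium dye.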
D2 PAM: D2 dopamine receptor (human) potentiation; P14416; AID 485347; actives 0.34% (n = 340,000); potentiation, % at 10 µM; HEK293 T-REx D2, calcium flux, EC20 dopamine potentiation;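 active means potentiation over 3 SD above the plate norm, cut at about 30% in these data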; further: 0% is about no effect
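Potentiation of an EC20 dopamine calcium response is measured in a force-coupled, tetracycline-inducible Hek293 Trex D2 line. Compound-only kinetic reads over 180 s flag agonists before dopamine addition.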
D1 potentiator: enhances dopamine response at the human D1 receptor; HEK293 TREx D1 cells, calcium flux, dopamine EC20 potentiation; P21728; potentiation, % at 10 µM; AID 504651; actives 0.036% (n = 360,000); in the data active means potentiation above about 30%; further: 0% is about no effect
TRHR enhancer: TRH receptor (human) allosteric enhancement | P34981 | enhancement, % at 2 µM | actives 0.66% (n = 360,000) | TRHR cells, fluo-8 calcium fluorescence, EC20 TRH enhancement; in the data active means enhancement above about 30%; further: 0% is about no effect
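Enhancer read-out: after compound pinning and an initial kinetic agonist-mode read, an EC20 of TRH (10 nM final) was injected and fluo-8 calcium signal (Ex 480/Em 530) followed at 1 s/cycle for 100 cycles in TRHR-expressing cells.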
* marks the source's active call; other numbers are inactive results; / = not tested or not shown. Unless noted, no stated cut-off is given here; in the data, active means activation above about 30%; inactive means the rest.

SMILES	D2 antag	TRHR ag	RXFP1 antagonist	D1 antag	D2 agonist	D1 ag	D2 PAM	D1 potentiator	TRHR enhancer
O=C(COC(=O)c1ccc(NS(=O)(=O)c2cccs2)cc1O)Nc1ccc(F)cc1	-1	-0.8	6	-12	1.7	3	36*	8	3
CCCC(=O)Nc1ccc(C(=O)NCC(=O)OCC)cc1	-1	-0.1	-5	2	0.9	4	25	-1	-6
Cc1ccc(S(=O)(=O)c2c(C(=O)c3ccccc3)cnc3cc4c(cc23)OCCO4)cc1	15	0.1	-19	-26	-0.2	3	-2	-15	-5
CCOc1cc(NC(=S)Nc2ccccc2OC)c(OCC)cc1NC(=O)c1ccccc1C	-4	-0.1	-9	-16	-0.6	-1	1	-4	-2
CC1Cc2nc(SCC(=O)Nc3nccs3)n(Cc3ccccc3)c(=O)c2S1 (configuration not stated)	-14	-0.5	/	3	-2.0	1	-4	6	21
CCOc1ccc(-c2nn(CC(=O)NC3CCCC3)c3c2cnc2ccc(F)cc23)cc1	/	-0.5	-5	1	-0.8	4	10	-5	4
COc1ccc2cc(-c3nc(Cl)c4c5c(sc4n3)CCCC5)c(=O)oc2c1	/	3.9	/	18	2.0	14	-6	1	2
O=C(CSCc1ccccc1Cl)N1CCN(c2ccc(Cl)cc2)CC1	/	-0.5	-12	-13	0.1	-4	6	-1	3
CC(C)(O)C#Cc1ccc(C(=O)N2CCN(c3ccccc3)CC2)cc1	-7	0.6	-1	-25	1.0	3	-24	-1	34*
COc1ccc(C(CC(=O)O)NC(=O)c2cccs2)cc1 (configuration not stated)	10	0.6	-14	0	0.2	2	-3	0	0
O=[N+]([O-])c1ccccc1S(=O)(=O)N(CC1CO1)c1ccccc1 (configuration not stated)	-24	-0.4	-4	1	0.3	-1	11	2	4
O=c1cc(N2CCOCC2)[nH]c(=O)n1-c1ccc(Br)cc1	-8	0.5	/	0	0.3	3	-11	1	-5
COc1ccc(-c2cc(C(=O)N3CCN(c4ncccn4)CC3)c3ccccc3n2)cc1OC	/	-0.1	-2	-7	/	5	/	-3	7
CC1=C(C(=O)Nc2ccccc2)C(c2ccco2)C(C#N)=C(SCC(=O)Nc2cccc(C)c2C)N1 (configuration not stated)	3	1.3	7	4	0.1	5	20	-2	2
CCOC(=O)c1ccc(CN(Cc2ccccc2C)S(=O)(=O)c2ccc(F)c(C(=O)Nc3cccc(OC)c3)c2)cc1	/	0.9	5	8	/	8	11	0	0
CCCCNC(=O)COC(=O)CCC(=O)c1cccs1	-2	1.0	-9	-2	0.3	0	8	6	7
COc1ccccc1C(=O)NCc1n[nH]c(=S)n1Cc1ccccc1	3	0.6	-21	-16	-0.6	2	-1	2	1
Cc1cc(Cl)ccc1OCC(=O)Nc1ccccc1N1CCOCC1	15	0.1	-15	25	-0.4	-1	-3	6	10
Cc1ccc(CCNC(=O)c2ccc3[nH]c(C)c(C)c3c2)cc1	/	-0.3	-31	-44*	0.1	0	-3	-4	-3
O=C(O)CN1C(=O)/C(=C\c2cc(Br)ccc2OCc2ccc(Cl)cc2)SC1=S	6	0.0	-6	9	-0.4	1	1	4	8
O=C(CCc1ccc(O)cc1)c1c(O)cc(O)cc1O	/	0.2	/	-9	/	8	/	-6	-2
O=S(=O)(c1ccccc1)n1ccc2cccnc21	-1	-0.3	-7	-6	-0.1	0	-4	2	-6
O=C(Nc1ccccc1)OCc1cc(-c2ccccc2Cl)on1	-1	1.3	-11	-24	0.3	8	-6	-5	-11
CC(C)(C)C1CCc2c(sc(NC(=O)C3CC=CCC3C(=O)O)c2C#N)C1 (configuration not stated)	-2	-0.5	-21	-40*	0.3	0	17	0	7
O=C(COC(=O)c1ccc[nH]c1=O)NCCc1ccc(F)cc1	-5	-0.4	3	24	2.0	0	-7	0	3
CC1CC(C)CN(C(=O)C2CCN(S(=O)(=O)c3c(Cl)cccc3Cl)CC2)C1 (configuration not stated)	0	1.4	-10	5	0.0	2	-7	0	-6
CCN(CC)c1ccc(NC(=O)CN(C)S(=O)(=O)c2cccc3nsnc23)c(C)c1	/	-1.5	-14	3	0.6	1	9	-1	-3
Nc1nnc(SCC(=O)OCC(=O)c2ccccc2Br)s1	5	0.8	-9	-3	0.6	1	1	4	5
Cc1cc(C(F)(F)F)nn1C(=O)c1cccnc1Cl	-3	-0.4	-1	-3	0.4	2	5	7	3
O=C(NC(=S)NCCN1CCOCC1)c1ccc(F)cc1	1	0.4	-8	-23	1.1	4	4	-6	10
COc1ccccc1N1CCN(C(=O)C2Cc3ccccc3CN2C(=O)c2ccco2)CC1 (configuration not stated)	-23	-0.3	-6	-6	0.8	-2	-4	/	7
Cc1ccccc1NC(=O)NNC(=O)c1ccc2ccccc2c1O	9	0.6	-5	-2	-1.2	0	-5	-4	3
O=C(Cc1ccc(F)cc1)Nc1nnc(SCC(=O)NC2CCCC2)s1	11	-0.3	-7	-11	3.8	2	3	-1	0
O=C(Nc1cccnc1)c1cc(-c2ccc(Cl)cc2Cl)on1	35*	0.2	-2	-1	0.8	2	7	-3	21
CCCCn1c(N)c(N(CC(C)C)C(=O)CSc2n[nH]c(-c3ccc(C)cc3)n2)c(=O)[nH]c1=O	-6	-0.2	-17	0	0.0	6	0	-6	-10
COc1ccc(N2CCC(CNC(=O)Nc3cccc(OC)c3)C2)cc1 (configuration not stated)	57*	-0.5	3	-14	-0.1	1	-1	0	2
Cc1ccc(CN2CCN(CC(=O)NCc3ccc(Cl)cc3)C2=O)cc1	-3	-0.9	0	12	-2.5	1	-7	0	-2
O=C(c1ccc(F)cc1)N1CCCCC(Sc2nnnn2-c2ccccc2)C1=O (configuration not stated)	-2	0.0	-7	-15	0.6	5	3	-5	-7
COc1ccc(S(=O)(=O)Nc2cccnc2)cc1	-11	0.1	8	-14	0.5	1	-5	4	-4
CCOc1ccc(C(=O)Nc2cccc(C(=O)O)c2C)cc1Cl	-14	-0.5	-2	12	-2.6	3	3	-2	-8
Cc1cc(C)n(S(=O)(=O)c2cccc([N+](=O)[O-])c2)n1	-5	-0.4	3	5	0.2	2	2	2	-8
COc1cccc(NC(=O)N2CCC(C(N)=O)(N3CCCCC3)CC2)c1	6	1.5	-11	-14	-0.3	3	-8	-5	4
CC(=O)N1CCN(C(=S)Nc2ccc(SC(F)F)cc2)CC1	2	-0.1	-4	-27	2.2	1	-3	-2	-3
Cc1oc(-c2ccc(Cl)cc2)nc1CN1CCC(C(=O)NCc2ccco2)CC1	-9	-0.1	0	10	-0.6	11	0	-7	-1
NNc1ccc(Cl)nn1	-10	0.8	-29	0	0.3	1	3	2	7
CCc1ccc(NC(=O)c2cc(C)on2)cc1	-2	-0.1	-7	10	-0.4	2	5	-3	12
O=C(COc1cccc2c1CCNC2=O)Nc1cccc(C(F)(F)F)c1	11	-0.1	-3	0	-0.3	8	-7	-5	8
O=C1[C@H]2[C@@H](c3ccc(F)cc3)N3C(=O)N(c4cccc(F)c4)C(=O)[C@@]3(Cc3ccc(Cl)cc3)[C@H]2C(=O)N1C1CCCCC1	-9	0.8	/	-4	2.4	1	-17	-9	-4
CCOC(=O)c1cnc(Cc2ccccc2)[nH]c1=O	-6	0.1	1	-5	-1.7	2	6	-9	3
CC1CN(C(=O)CCC(=O)NCCc2ccccc2)c2ccccc2O1 (configuration not stated)	1	-0.8	-6	3	-0.4	2	-3	3	0
CCOC(=O)c1ccc(NC(=O)c2cc(=O)[nH]c3ccccc23)cc1	3	0.6	1	24	-0.4	3	-4	-1	-12
Cc1cc(N/C(=N\S(=O)(=O)c2ccc(Cl)cc2)c2ccc(F)cc2)no1	/	0.0	-6	-8	0.0	1	-6	5	5
CSC1=C(C#N)C2(CCCC2)C(C#N)=C(N)N1	0	0.7	/	8	0.0	4	-13	-8	8
CCCCNc1sc(S(=O)(=O)CCC)nc1S(=O)(=O)c1ccc(C)cc1	/	0.3	-8	-10	-0.5	16	13	-2	-7
CC(C)(C)c1ccc(C(=O)/C(C#N)=C/c2cccs2)cc1	-2	4.6	-87*	14	2.1	13	-8	0	-11
COc1ccc(/C=C/c2nc(S(=O)(=O)c3ccccc3)c(N(C)C)o2)cc1OC	5	-1.0	-1	-13	-0.2	0	1	-2	2
O=c1c2cc([N+](=O)[O-])cc([N+](=O)[O-])c2[nH]n1-c1ccccc1	16	-0.5	-5	9	-3.1	0	-3	-4	-18
COc1ccc(Cc2nnc(SCC(=O)Nc3nc(C)cs3)o2)cc1	-6	-0.4	-1	5	0.4	3	-1	9	7
Nc1nc(Cl)cc(Sc2ccc3ccccc3c2)n1	9	-0.6	-5	1	-0.5	1	16	-3	-9
CC1CN(C(=O)COC(=O)c2ccc(N)c([N+](=O)[O-])c2)CC(C)O1 (configuration not stated)	-9	0.4	8	6	3.3	5	1	4	0

Exported with values under each structure: part of the list above.
Order of results: D2 antag	TRHR ag	RXFP1 antagonist	D1 antag	D2 agonist	D1 ag	D2 PAM	D1 potentiator	TRHR enhancer
CC(C)(C)c1ccc(C(=O)/C(C#N)=C/c2cccs2)cc1
→ -2	4.6	-87*	14	2.1	13	-8	0	-11
Cc1ccccc1NC(=O)NNC(=O)c1ccc2ccccc2c1O
→ 9	0.6	-5	-2	-1.2	0	-5	-4	3

Some values from the entries so far.
D2 PAM result of `Cc1ccc(CCNC(=O)c2ccc3[nH]c(C)c(C)c3c2)cc1` : -3
TRHR ag result of `O=C(Nc1ccccc1)OCc1cc(-c2ccccc2Cl)on1` : 1.3
TRHR enhancer result of `COc1ccc(Cc2nnc(SCC(=O)Nc3nc(C)cs3)o2)cc1` : 7
D1 ag result of `COc1ccc2cc(-c3nc(Cl)c4c5c(sc4n3)CCCC5)c(=O)oc2c1` : 14
D2 antag result of `O=C(NC(=S)NCCN1CCOCC1)c1ccc(F)cc1` : 1
RXFP1 antagonist result of `Cc1oc(-c2ccc(Cl)cc2)nc1CN1CCC(C(=O)NCc2ccco2)CC1` : 0

(more compounds)
SMILES	D2 antag	TRHR ag	RXFP1 antagonist	D1 antag	D2 agonist	D1 ag	D2 PAM	D1 potentiator	TRHR enhancer
COc1ccc(-c2nc3cccc(C)n3c2NCc2ccco2)cc1OC	-8	-0.3	-12	-31*	0.8	0	3	-8	-2
CC(C)(C)NS(=O)(=O)c1ccc(NC(=O)CS(=O)(=O)Cc2ccccc2)cc1	/	0.5	3	-12	/	1	/	-4	1
CSc1ncccc1C(=O)OCC(=O)c1cccc(Br)c1	6	0.4	-19	-7	-0.2	5	1	0	-3
Cc1ccc(S(=O)(=O)Cc2ccc(C(=O)NC3CCCCCC3)o2)cc1	6	0.1	6	0	-0.3	0	4	4	-6
CC(=O)c1ccc(N2CCN(C(=O)Cn3ncc4c3-c3ccccc3OC4)CC2)cc1	/	-0.6	/	-3	2.3	9	-20	-1	-3
Cc1cc(C)n(CC(O)COc2ccc(Cl)cc2)n1 (configuration not stated)	/	0.3	12	3	/	0	14	-3	15
Cc1ccc(-c2csc(NC(=O)c3ccc(S(=O)(=O)N4CCc5ccccc54)cc3)n2)cc1	5	-0.3	/	-15	-0.6	4	7	-2	3
Cc1cccc(Oc2ccccc2N)c1	9	-0.3	27	0	0.2	0	-7	1	-2
